TAAR1 agonist: human TAAR1 agonists, primary screen, Fluo-8 calcium fluorescence, CHO RD-HGA16 cells | Trace amine-associated receptor 1 (Homo sapiens), Q96RJ0 | vehicle wells 0%, saturating PEA agonist 100% | activation, % at 3 µM | 360,000 compounds, 0.99% hits | AID 624467, 2012;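 active means activation above the mean activation of all test compounds in the run plus 3 SD, cut at about 38% in these data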
Target sequence (Q96RJ0 whole entry, looked up): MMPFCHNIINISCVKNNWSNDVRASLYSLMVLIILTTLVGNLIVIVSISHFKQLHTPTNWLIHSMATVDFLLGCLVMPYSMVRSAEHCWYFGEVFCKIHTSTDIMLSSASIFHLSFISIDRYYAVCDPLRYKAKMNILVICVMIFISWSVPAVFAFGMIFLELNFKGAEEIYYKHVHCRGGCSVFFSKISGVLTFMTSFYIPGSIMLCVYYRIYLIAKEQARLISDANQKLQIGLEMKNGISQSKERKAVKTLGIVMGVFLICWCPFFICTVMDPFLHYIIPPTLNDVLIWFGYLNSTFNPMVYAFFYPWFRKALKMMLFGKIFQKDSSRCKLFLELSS
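Test system: RD-HGA16 (CHO) cells co-expressing Gα16 and hTAAR1 | Doses: Single dose, 3 µM | Schedule: 17-24 h seeding, 75 min 37 °C dye, 30 min RT | Evaluation: % activation from peak over basal fluorescence ratio, DMSO-to-PEA scaled | Technique: Kinetic Fluo-8 calcium fluorescence | Benchmarks: Low control DMSO, high control PEA (EC100)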
M1 PAM parental: nonselective calcium activators in parental CHO-K1 cells, primary screen, counter-screen for M1 PAM project, cell-based, Fluo-8 calcium fluorescence, full deck, 1536-well | ATP EC20; 0% at ATP EC20, 100% at ATP max | activation, % at 3 µM | 360,000 compounds, 0.02% hits;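 active means activation above the run cutoff, the mean activation of all test compounds plus 3 SD, cut at about 40% in these data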;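 further: peak over basal fluorescence ratio in a 140 s read after ATP addition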
CHO parental Ca: ATP-evoked calcium signal inhibitors, parental CHO, primary screen, counter-screen for OX1R antagonist project, cell-based, fluorescence, Fluo-8 calcium dye. parental CHO-K1, ATP-induced calcium, Fluo-8 fluorescence. 330,000 compounds, 0.63% hits. AID 463079, 2010. inhibition, % at 5.6 µM;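 active means inhibition above that plate's mean sample inhibition plus 3 SD, cut at about 26% in these data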;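 further: 0% = ATP-challenged DMSO wells and 100% = DMSO wells without ATP; some compounds past the cut are filed as inactive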
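Measured by: calcium-sensitive Fluo-8 fluorescence / Test system: CHO parental line / Controls: ATP-challenged DMSO wells low, unchallenged DMSO wells high / Measure: % inhibition / Compound: single nominal dose of 5.6 µM per compound / Replicates: single well per compound, no replicates / Reagent: ATP as calcium-mobilizing challenge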
CHO-K1 Ca ag: counter-screen for M1 agonists: effect in parental CHO-K1 cells. Fluo-8 calcium fluorescence; scaled to maximal ATP response, vehicle zero. activation, % at 3 µM. 360,000 compounds, 0.48% hits. AID 602248, 2012; in the data active means activation above about 15%;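 further: untransfected CHO-K1 host cells lacking M1 receptor as counterscreen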
TAAR1 antag: human TAAR1 antagonists, primary screen, Fluo-8 calcium fluorescence, CHO RD-HGA16 cells. Trace amine-associated receptor 1 (Homo sapiens), Q96RJ0. antagonist. inhibition, % at 3 µM. 360,000 compounds, 1.5% hits;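 active means inhibition above a per-plate cutoff, the mean inhibition of test compounds on that plate plus 3 SD, cut at about 49% in these data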;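 further: 0% = DMSO plus EC80 beta-PEA response and 100% = DMSO alone without agonist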
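Material: CHO RD-HGA16 cells bearing hTAAR1; compound dosing: one-point dosing, 3 µM nominal final; schedule: dye loading 75 min at 37 °C, then 30 min room temperature; measured by: calcium fluorescence with Fluo-8; control set: vehicle and agonist controls; replication: n of 1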
M1 ag: human M1 muscarinic receptor agonists, primary screen, Fluo-8 calcium fluorescence, CHO-K1 cells, HTS. AID 588814, 2011. activation, % at 3 µM. 360,000 compounds, 0.33% hits. CHO-K1 hM1, agonist mode; 0% DMSO, 100% acetylcholine EC100;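 active means activation above the run's mean compound activation plus 3 SD, cut at about 16% in these data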;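 further: peak over basal fluorescence ratio within a 140 s kinetic read after compound addition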
Target sequence (P11229 whole entry, looked up): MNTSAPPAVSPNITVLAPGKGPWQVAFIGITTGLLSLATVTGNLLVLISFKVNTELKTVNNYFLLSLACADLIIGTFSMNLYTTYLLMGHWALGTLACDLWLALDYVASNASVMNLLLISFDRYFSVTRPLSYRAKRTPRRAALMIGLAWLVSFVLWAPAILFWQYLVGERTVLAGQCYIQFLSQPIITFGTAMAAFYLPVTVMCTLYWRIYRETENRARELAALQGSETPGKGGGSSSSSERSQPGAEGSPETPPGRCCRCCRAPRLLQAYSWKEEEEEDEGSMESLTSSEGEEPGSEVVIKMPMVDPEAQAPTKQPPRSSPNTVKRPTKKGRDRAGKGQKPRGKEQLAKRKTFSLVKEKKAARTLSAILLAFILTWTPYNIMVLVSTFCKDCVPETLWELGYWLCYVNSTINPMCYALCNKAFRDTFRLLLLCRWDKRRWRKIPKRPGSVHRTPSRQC
OXTR potentiator: human OXTR potentiators, primary screen, fluorescence, CHO-OTR cells, Fluo-8 calcium | Oxytocin receptor (Homo sapiens), P30559 | Fluo-8 calcium fluorescence, potentiator mode; 0% = oxytocin EC15, 100% = EC100 | activation, % at 3 µM | 320,000 compounds, 0.061% hits | AID 2445, 2010;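 active means activation above that plate's cutoff, the mean activation of tested compounds plus 3 SD, cut at about 6.6% in these data, passing the limit was not always enough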;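 further: 100% uses oxytocin at 75 nM as the full agonist control; some results filed as inactive read as strong as hits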
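Dosing: Single dose, 3.0 µM nominal final compound concentration | Material: Human OTR in CHO cells | Technique: Kinetic Fluo-8 calcium fluorescence | Benchmarks: EC15 oxytocin alone as 0%, 75 nM oxytocin as 100% | Probe or stimulus: Oxytocin at about EC15, sub-maximal agonist stimulus | Incubation: Compound 6 min at room temperature before oxytocin, 100 s read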
CHRM1 antagonist: human M1 muscarinic receptor antagonists, primary screen, CHO-K1 cells, Fluo-8 calcium fluorescence, 1536-well | CHO-K1 hM1, ACh EC80 antagonist | inhibition, % at 3 µM | 360,000 compounds, 1.3% hits | AID 588852, 2011;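 active means percent inhibition above its own plate's cutoff, namely the mean of that plate's compound wells plus 3 SD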;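 further: peak over basal fluorescence ratio during 140 s after agonist addition; 0% = ACh EC80 plus DMSO and 100% = DMSO alone without agonist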
CHO-K1 Ca antag: M1 antagonist counterscreen hit in parental CHO-K1 cells; ATP-induced calcium, Fluo-8 fluorescence; inhibition, % at 3 µM; 360,000 compounds, 0.6% hits;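 active means inhibition above a per-plate cutoff, the plate's mean sample inhibition plus 3 SD, cut at about 24% in these data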;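 further: 0% = DMSO plus EC80 ATP and 100% = DMSO alone without ATP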
Numbers without * were called inactive; . = not tested or not shown; & = joins results of further samples.

SMILES | TAAR1 agonist | M1 PAM parental | CHO parental Ca | CHO-K1 Ca ag | TAAR1 antag | M1 ag | OXTR potentiator | CHRM1 antagonist | CHO-K1 Ca antag
O=C(COC(=O)c1ccccc1SCC(=O)N1CCCC1)Nc1ccccc1 | 5 | -22 | -1 | 2.8 | 18 | 1 | -17 | -17 | 7
Cc1cc(O)c(C(=O)/C=C/c2cccc([N+](=O)[O-])c2)c(=O)o1 | -1 | 30 | -10 | 1.7 | -4 | -4 | -6 | -7 | -18
COc1ccc(-c2cc(C(=O)OC3CCOC3=O)c3ccccc3n2)cc1 (stereo not drawn) | 5 | 1 | -12 | 0.6 | 53* | -5 | -6 | 20 | 9
C[C@H](NC(=O)c1nc[nH]c1C(=O)N[C@H](C)c1ccccc1)C(=O)OCc1ccccc1 | 1 | -15 | -27 | -0.3 | 25 | -8 | -9 | 2 | 12
Cn1cccc1Cc1nnc(SCC(=O)Nc2cccc(F)c2)n1CCc1ccccc1 | 1 | 2 | -29 | 0.9 | 17 | -1 | -5 | -5 | 17
COc1cc(C(=O)Oc2cccc(C=O)c2)cc(OC)c1OC | 11 | 27 | -8 | 6.7 | 5 | -1 | -4 | -2 | -34
Cc1cccc(Nc2ccccc2C(=O)NCc2ccco2)c1C | 3 | 7 | -4 | 0.2 | 26 | -4 | -5 | 5 | 1
CC(C)CC(OC(=O)c1ccc(Cl)nc1)C(=O)NC1CCCC1 (stereo not drawn) | 2 | 21 | -5 | -0.1 | -27 | -6 | -2 | -14 | -6
O=C1C2C3C=CC(CC3)C2C(=O)N1c1nccs1 (stereo not drawn) | 2 | 10 | -2 | 0.8 | 0 | -10 | 2 | 3 | -3
CC(=O)OCCN(CCCn1c(-c2ccncc2)nc2ccccc21)c1nc(-c2ccc(C)cc2)cs1 | 12 | 16 | -31 | 0.3 | 54* | -4 | -12 | -6 | -18
O=C(CCC(=O)N1CCCC1)Nc1ccc(Cl)c(Cl)c1 | 1 | 1 | -1 | 0.3 | -15 | -1 | -1 | -13 | -7
Cc1nc(N2CCN(Cc3ccccc3)CC2)nc2c1C(=O)CCC2 | 5 | -2 | -7 | 4.1 | 14 | -2 | -27 | -1 | -6
CC(NC(=O)CN(C)S(=O)(=O)c1cnc[nH]1)c1ccccc1 (stereo not drawn) | 2 | 18 | -7 | 0.4 | 0 | -3 | 0 | -3 | -15
O=C(c1cnn(C(=O)c2ccco2)c1)c1cc(Cl)cc(Cl)c1O | 4 | 14 | -13 | 1.5 | 10 | -1 | -1 | -8 | -5
Cc1ccc(NC2=CC(=O)C(=O)c3ccccc32)c(C)c1 | 2 | -2 | -14 | 0.3 | 8 | -4 | -7 | -2 | -1
COc1ccc(C2Nc3ccccc3NC3=C2C(=O)CC(C)(C)C3)c(OC)c1OC (stereo not drawn) | 3 | 7 | -14 | 5.8 | -19 | -3 | 1 | 0 | -2
NC(=O)CN1C(=O)C(O)(CC(=O)/C=C\c2ccc3c(c2)OCO3)c2ccccc21 (stereo not drawn) | 6 | 19 | -12 | 0.9 | -2 | -2 | -11 | -5 | -17
COC(=O)c1ccccc1N1C(=O)[C@@H]2C(c3ccc(Br)cc3)=NO[C@@H]2C1=O | 9 | 14 | -12 | 2.8 | -3 | 0 | -1 | 0 | -10
CCN1CCN(C(=O)C(=O)c2cn(CC(=O)N(CC)CC)c3ccccc23)CC1 | 1 | 1 | -21 | 5.1 | -6 | -3 | -1 | 2 | 6
Cc1sc(NC(=O)CSc2nnnn2C)c(C#N)c1C | 0 | 26 | -9 | 0.9 | 10 | -3 | -1 | -3 | -17
COc1ccccc1S(=O)(=O)Nc1cc(C)nn1-c1ccc(C)cc1 | -1 | 3 | -20 | 6.5 | 8 | -5 | -7 | -4 | 2
Oc1ccc(-c2nc(=S)[nH][nH]2)cc1 | 8 | -4 | -5 | -0.4 | -11 | -2 | 1 | -3 | 12
Cc1onc(-c2c(Cl)cccc2Cl)c1C(=O)N[C@@H]1C(=O)N2[C@@H]1SC(C)(C)[C@@H]2C(=O)O | 0&4 | 14&6 | -8 | 0.1&2.6 | -9&-26 | -3&-4 | -7 | -35&-12 | -2&-13
CCN1C(=O)[C@H]2[C@H]3CN=C(SCc4ccc(C(=O)OC)cc4)N3[C@@](CC)(C(=O)OC)[C@H]2C1=O | 1 | -1 | -5 | 0.3 | -8 | -10 | . | -1 | 18
CC1CCN(C(=O)CC(NC(=O)c2ccccc2Cl)c2ccccc2)CC1 (stereo not drawn) | 7 | -10 | -19 | 0.3 | -40 | -2 | -2 | 12 | 7

Shown as comma-separated lines: part of the list above
SMILES,TAAR1 agonist,M1 PAM parental,CHO parental Ca,CHO-K1 Ca ag,TAAR1 antag,M1 ag,OXTR potentiator,CHRM1 antagonist,CHO-K1 Ca antag
COc1ccccc1S(=O)(=O)Nc1cc(C)nn1-c1ccc(C)cc1,-1,3,-20,6.5,8,-5,-7,-4,2
Cn1cccc1Cc1nnc(SCC(=O)Nc2cccc(F)c2)n1CCc1ccccc1,1,2,-29,0.9,17,-1,-5,-5,17
CC(C)CC(OC(=O)c1ccc(Cl)nc1)C(=O)NC1CCCC1 (stereo not drawn),2,21,-5,-0.1,-27,-6,-2,-14,-6
Cc1sc(NC(=O)CSc2nnnn2C)c(C#N)c1C,0,26,-9,0.9,10,-3,-1,-3,-17
O=C(COC(=O)c1ccccc1SCC(=O)N1CCCC1)Nc1ccccc1,5,-22,-1,2.8,18,1,-17,-17,7

The list continues.
SMILES | TAAR1 agonist | M1 PAM parental | CHO parental Ca | CHO-K1 Ca ag | TAAR1 antag | M1 ag | OXTR potentiator | CHRM1 antagonist | CHO-K1 Ca antag
N#Cc1ccsc1NC(=O)C1CCN(S(=O)(=O)c2cccs2)CC1 | 8 | 2 | -2 | 6.3 | -17 | 2 | -4 | -4 | -2
COc1cc(C(O)P(=O)(OCC(C)C)OCC(C)C)cc(OC)c1OC (stereo not drawn) | 5 | -5 | -23 | 0.1 | -2 | 1 | 2 | -6 | 7
Cc1cccc(C(=O)O/N=C/c2c(Cl)n(C)c3ccccc23)c1 | 1 | 15 | -25 | 0.8 | 10 | -5 | -4 | -4 | -7
CC1CCc2c(nc3ncnn3c2NCCc2ccccc2F)C1 (stereo not drawn) | 21 | 12 | -8 | 11 | -14 | -5 | -8 | 8 | -12
COCC(C)N1CCC(Oc2cccc(C(=O)NCCc3ccccc3)c2)CC1 (stereo not drawn) | 1 | 0 | -19 | 0.1 | 5 | -7 | -4 | 3 | -4
Cc1[nH]n(-c2ccccc2)c(=O)c1Sc1ccc(Cl)cc1 | 11 | -7 | -8 | 0.1 | -7 | -2 | -7 | 12 | 10
O=C1C(=O)N(Cc2cccs2)c2ccccc21 | 2 | 17 | -6 | 0.9 | -15 | 0 | 5 | -26 | -11
Brc1ccc(-c2nc3ccc(Br)cn3c2Cc2ccccc2)cc1 | 1 | 20 | . | 1.4 | -7 | -10 | . | -4 | 6
Cc1ccc(NC2c3ncccc3C(=O)N2Cc2cccs2)cc1 (stereo not drawn) | 0 | 17 | -11 | 0.2 | -10 | -11 | -6 | -8 | -9
COc1ccc(N(C)C(=O)Cc2c(C(=O)O)n(C)c3ccccc23)cc1 | 7 | -3 | 7 | 0.1 | -6 | -2 | -10 | -8 | 4
CCOc1ccc(NS(=O)(=O)c2ccc(NC(=S)NC(=O)C(C)C)cc2)cc1 | 59* | 1 | 6 | 2.8 | 14 | 7 | -17 | 9 | 2
c1ccc(-c2ccccc2OCCN2CCCC2)cc1 | 0 | -24 | -18 | -0.1 | 2 | -11 | 8 | 68* | 18
COC(CC(=O)NNC(=S)Nc1ccc(Cl)cc1)OC | 14 | -6 | 1 | 0.1 | 12 | -3 | -3 | 7 | 3
Cn1c(=O)c2cc(S(=O)(=O)NCCC(=O)NCCc3ccc(Cl)cc3)ccc2n(C)c1=O | 0 | 22 | -14 | -0.7 | 0 | -6 | -2 | -22 | -24
CC(NC(=O)c1cccnc1)C(c1ccccc1)N1CCN(C)CC1 (stereo not drawn) | 6 | -1 | -18 | 0.6 | 14 | -9 | -1 | 0 | -1
Cc1ccc(-c2csc3ncnc(-n4nc(C)cc4N)c23)cc1 | 0 | 23 | -15 | 0.6 | 7 | -3 | -8 | -9 | -6
C[C@H]1CN([C@@H](C)CO)C(=O)c2cc(Br)cnc2O[C@@H]1CN(C)C(=O)NC1CCCCC1 | 2 | 14 | . | -0.2 | -9 | -5 | . | -12 | -4
Nc1ncc(-c2ccc(F)cc2)nc1N1CCN(CCO)CC1 | 0 | 12 | . | 0.6 | -17 | -3 | . | -16 | 0
O=C(COC(=O)/C=C/c1cn(-c2ccccc2)nc1-c1ccc2c(c1)OCCO2)NC1CCS(=O)(=O)C1 (stereo not drawn) | 14 | 6 | 20 | 2.4 | 87* | 0 | -4 | 6 | -2
CCOC(=O)c1cccc(NC(=O)CCc2ccccc2)c1 | 0 | 19 | -20 | 3.1 | -16 | -5 | -5 | 0 | -22
CC(=O)c1ccc(NC(=O)Nc2ccccc2)cc1 | 54* | -6 | -4 | 7.0 | 15 | 2 | -10 | 3 | 10
CCCNS(=O)(=O)c1ccc(CCC(=O)N2CCN(c3ccc(F)cc3)CC2)cc1 | -2 | -4 | -9 | 1.5 | -18 | -5 | -3 | -1 | 8
CCOCCCNC(=O)NC(=O)CN1CCN(S(=O)(=O)c2ccc3c(c2)OCCO3)CC1 | 2 | 12 | -4 | 0.4 | -5 | -3 | -18 | -6 | -11
COC(=O)Cc1ccc(NC(=S)NCCCN2CCOCC2)cc1 | 8 | 23 | -3 | 0.6 | -8 | -9 | -13 | -9 | -10

Assay outcomes as filed in PubChem.
